Bioassay records (PubChem)
S3 lipid droplet – qHTS Assay for Lipid Storage Modulators in Drosophila S3 Cells; Potency in µM for hits, for the others lipid storage change, negative = inhibition, % at the top dose, mostly 46.1 µM; Drosophila S3 cells, BODIPY lipid droplet fluorescence, 18-24 h; cells fed with added oleic acid; 320,000 tested, 0.64% active; active means well fitted inhibition curve with a large enough effect in the signal ratio, with a control signal flat, not every such curve was filed as active; inconclusive means small, poorly fitted or top-dose-only effect, or effect the other way, or a change in a side signal; the % refers to the signal ratio
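Drosophila S3 cells loaded with oleic acid (400 uM, as added) and compounds at several concentrations; lipid droplets imaged by 488-nm laser-scanning cytometry, 500–530 nm intensity and object ratio to cell channel. Percent activity normalized to 20 uM Triacsin C.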
S3 lipid droplet cell count max – also measured in S3 lipid droplet; calls as there; cell number change, %; measured here: cell count max response;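 cells counted by Cell Tracker Red CMTPX staining in the red channel; peak over a dose series mostly up to 46.1 µM; percent activity relative to internal control wells on each plate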
An asterisk follows results filed as active; i = inactive; ? = inconclusive; · = no result given; [ ] = dose if it differs, or a comment. On the % scale 0 is the no-effect control and ±100 the full control effect; potency means the concentration at half of the fitted maximal effect. This is a subset, so the mix of outcomes need not match the whole.

Below each compound – S3 lipid droplet | S3 lipid droplet cell count max
> CCOc1ccc(C(=O)NCC(C)C)cc1
  5% | -7
> Cc1ccc(-c2cc3nn(-c4ccccc4)c(N)c3c(=O)o2)cc1
  ? | ·
> O=C(O)C1C2C=CC(O2)C1C(=O)Nc1cccc(C(F)(F)F)c1 (configuration not stated)
  -5% | 22
> COc1ccc(NC(=O)C2C3CC/C=C\CCC32)cc1 (configuration not stated)
  -3% | 21
> CCNC(=S)N1CCN(C(=O)c2ccco2)CC1
  ? | ·
> CCc1ccc(NC2Nc3cc(C)nn3S2)cc1 (configuration not stated)
  1% | 19
> CN(Cc1ccon1)Cc1cn(Cc2ccccc2)nc1-c1ccc2c(c1)OCO2
  14% | -3
> CC1(C)Cc2nc3sc4c(SCC(=O)NCc5ccco5)ncnc4c3cc2CO1
  7% | -21
> CN(CC(=O)N1CCc2ccccc2C1)c1ccccc1
  ? | ·
> Cc1cccc(OCC(=O)N/N=C2/SCC(=O)N2Cc2ccco2)c1
  ? | ·
> N#C/C(=C/c1ccc(C(=O)O)cc1)C(=O)Nc1ccccc1
  -14% | ·
> O=C(CO)N/N=C/c1cccc(Cl)c1Cl
  ? | ·
> C/C(CC(=O)Nc1ccc(Cl)c(Cl)c1)=N\NC(=O)C(=O)N1CCCCC1
  11% | 7
> COc1ccc2oc(=O)cc(-c3cc4ccccc4o3)c2c1
  i | 11
> COc1ccc(C2=[N+]([O-])C(C)(C)N(O)C2(C)C)cc1
  ? | ·
> CC1(C)CC(=O)C=C(c2ccc(I)cc2)C1
  ? | ·
> Cc1ccc(C)c(C(=O)OCC(=O)Nc2ccc(N3CCOCC3)cc2)c1
  ? | ·
> O=C(Nc1nc(-c2ccccn2)cs1)c1ccco1
  -15% | -11
> CCc1ccc(NC(=O)C(CC)Sc2nc3ccsc3c(=O)n2CCC(=O)O)cc1 (configuration not stated)
  12% | -24
> CCC1(c2cccc(Cl)c2)NC(=O)N(Cc2cc(C(=O)OC)c(C)o2)C1=O (configuration not stated)
  i | -20
> CCC(Sc1nc(C)cc(=O)[nH]1)C(=O)Nc1nnc(C)s1 (configuration not stated)
  ? | ·
> COc1cc2[nH]c3c(=O)n(CCN(C(C)C)C(C)C)cnc3c2cc1OC
  ? | ·
> COc1cc(C(=O)NC(=S)N(C)Cc2ccccc2)cc(OC)c1OC
  15% | -7
> Cc1cccc(OCc2nnc(SCC(=O)Nc3cccc(C(=O)N4CCOCC4)c3)o2)c1C
  6% | 20
> Cc1cc(OCCCC(=O)Nc2nnc(C3CC3)s2)ccc1Cl
  ? | ·
> C=CCOc1ccc(/C=C2/C(=O)ON=C2C)cc1OC
  ? | ·
> CCCCC(=O)Nc1cc(N(C)C)nc2ccccc12
  ? | ·
> CCOC(=O)CN1CC23C=CC(O2)C(C(=O)NCc2ccc(F)cc2)C3C1=O (configuration not stated)
  11% | ·
> CCOc1cc2[nH]c(=O)n(CCCCC(=O)N3CCCCCC3)c(=O)c2cc1OCC
  ? | ·
> Cc1ccc(Nc2nnc(SC(C)C(=O)NCC3CCCO3)s2)cc1C (configuration not stated)
  ? | ·
> CCOc1cc(/C=C2\SC(=S)N(Nc3ccccc3)C2=O)ccc1O
  ? | ·
> O=C(Nc1cccnc1)c1ccc(S(=O)(=O)c2ccccc2)cc1
  ? | ·
> Cc1ccc(C(=O)Nc2sc(C(=O)N(C)C)c(C)c2C#N)cc1
  ? | ·
> COc1ccc(NC(=O)CSc2nnc(-c3cccs3)n2N)c(OC)c1
  ? | ·
> O=C(c1c(F)cccc1F)N1CCCC(c2nc(-c3ccc(F)cc3)no2)C1 (configuration not stated)
  ? | ·
> CSc1ncccc1C(=O)OCC(=O)C(C)(C)C
  ? | ·
> Cc1cc(C)nc(SCC(=O)Nc2ncc(Cc3cccc(Cl)c3Cl)s2)n1
  ? | ·
> Cn1ccc(C(=O)OCC(=O)Nc2cccc3ccccc23)n1
  2% | 9
> COC(=O)c1sc(NC(=O)c2cc3c(s2)CCCC3)nc1C
  i | ·
> CCCCn1c(SCC(=O)Nc2ccccc2C(F)(F)F)nc2ccsc2c1=O
  ? | ·

3 compounds from above, ordered by the value under S3 lipid droplet cell count max, high to low:
SMILES	S3 lipid droplet cell count max
Cc1cccc(OCc2nnc(SCC(=O)Nc3cccc(C(=O)N4CCOCC4)c3)o2)c1C	20
Cn1ccc(C(=O)OCC(=O)Nc2cccc3ccccc23)n1	9
COc1cc(C(=O)NC(=S)N(C)Cc2ccccc2)cc(OC)c1OC	-7

Remaining list, next part
Below each compound – S3 lipid droplet | S3 lipid droplet cell count max
> CC(C)(C)c1ccc(S(=O)(=O)Nc2ccc(C(=O)N3CCCC3)cc2)cc1
  ? | ·
> COc1ccc2oc(=O)c(-c3csc(Nc4ccc(O)cc4)n3)cc2c1
  ? | ·
> COCCNC(=O)CN(CCc1ccccc1)S(=O)(=O)c1ccc(Br)cc1
  1% | 24
> Cc1cccc(OCC(=O)Nc2ccc(N3CCN(C(=O)c4ccccc4)CC3)cc2)c1C
  ? | ·
> COC(=O)COc1ccc(S(=O)(=O)N2CCN(c3ccccc3F)CC2)cc1C
  1% | 10
> COC(=O)c1ccc(CN2CCN(C3CCCC3)C(CCO)C2)cc1 (configuration not stated)
  3% | 25
> Cc1c(NC(=O)OCCNC(=O)COc2ccc(Cl)cc2Cl)sc(=S)n1C
  -3% | 15
> O=C(NC1CCCCC1)N1CCc2ccccc2C1
  13% | ·
> CC(C)(C)c1ccc(C(=O)Nc2ccc(C(=O)NCc3cccnc3)cc2)cc1
  i | -11
> Cc1cc(C(=O)NC(=S)Nc2ccccc2N2CCOCC2)ccc1[N+](=O)[O-]
  11% | 0
> O=C(NCc1cccnc1)c1cccn2c(=O)c3sccc3nc12
  1% | -18
> CCCc1cc(CNC(=O)C2CCC(=O)N(Cc3ccccc3F)C2)on1 (configuration not stated)
  -19% | -13
> O=C(Cn1ncc(N2CCOCC2)c(Cl)c1=O)c1ccc(Cl)cc1
  0% | 6
> O=C(Cc1ccc(O)cc1)N/N=C/c1cccnc1
  ? | ·
> O=C(COc1ccccc1[N+](=O)[O-])N/N=C/c1ccc(OC(=O)c2ccco2)cc1
  13% | -7
> O=C(Nc1cccc(Cl)c1)OCc1ccccn1
  21% | -18
> CC(C)(C)c1ccc(C(=O)CSc2nc3ccccc3c(=O)[nH]2)cc1
  i | 20
> CCc1c(C(=O)NCCc2cccc(C)c2)[nH]c(C)c1C(C)=O
  ? | ·
> CCOC(=O)N1CCN(C(=O)c2ccc3c(c2)ncn3C2CCCC2)CC1
  13% | 5
> O=C(C1=C[C@H](C2CCCCC2)C[C@H](OCCCCO)O1)N1CCN(Cc2ccc3c(c2)OCO3)CC1
  10% | -13
> O=C(N/N=C/c1ccc(F)cc1)c1ccc(-n2cnnn2)cc1
  ? | ·
> Cc1ccccc1C=O
  ? | ·
> Cc1nc2ccccc2n1S(=O)(=O)c1ccc(F)cc1
  i | ·
> COc1cccc(N(C(=O)CS(=O)CC(=O)Nc2ccc(F)cc2)C(C(=O)NC2CCCCC2)c2cccs2)c1 (configuration not stated)
  -11% | -5
> CCc1ccc(OCC(=O)NNC(=O)CNC(=O)c2ccc(Br)o2)cc1
  ? | ·
> Cc1ccc(-c2nc(SCC(=O)Nc3ccccc3OC(F)F)c3c(C)c(C(=O)O)sc3n2)cc1
  8% | 5
> Cc1ccc(S(=O)(=O)N2CCCC2CNC(=O)c2ccc(F)c(F)c2)cc1 (configuration not stated)
  i[0.0737 µM] | ·
> CCN(c1ccccc1C)S(=O)(=O)c1cc2c3c(c1)CCN3C(=O)CC2
  -29%[0.0737 µM] | 18
> Cc1c(NC(=S)NC(=O)c2ccccc2Cl)c(=O)n(-c2ccccc2)n1C
  17% | 15
> FC(F)Oc1ccc(NC(=S)NN2CCOCC2)cc1
  ? | ·
> Nc1nc(SCC(=O)N2CCCCC2)[nH]c(=O)c1NC(=O)c1cccs1
  ? | ·
> CCC(=O)Nc1cc(C(=O)O)ccc1S(=O)(=O)c1ccc(C)cc1
  -8% | -3
> CC1(c2ccccc2)CC(C)(C)N(C(=O)C2CCCO2)c2ccccc21 (configuration not stated)
  ? | ·
> O=c1[nH]c2ccccc2c(O)c1-[n+]1ccccc1
  -9% | 2
> CCC(C)(C)n1nnnc1C(c1ccc(OC)c(OC)c1)N1CCN(c2ccccc2)CC1 (configuration not stated)
  i | ·
> CCOc1ccccc1NC(=O)c1cc(SC)ccc1Cl
  ? | ·
> C/C(N)=C(/C#N)C(=O)COC(=O)c1cc(-c2ccc(Br)cc2)nc2ccccc12
  -39% | -21
> CCCCc1ccc(NC(=S)NCCN2CCOCC2)cc1
  ? | ·
> COCCn1c(SCC(=O)N2CCOCC2)nc2c(c1=O)SCC2
  ? | ·
> CSc1ccccc1NC(=S)Nc1ccc(S(N)(=O)=O)cc1
  3% | ·
> O=C(Nc1nccs1)c1cc(S(=O)(=O)N2CCOCC2)ccc1Cl
  ? | ·
> COC(=O)[C@@H]1C[C@@]2(O)[C@H](O)[C@H](O)[C@H](O)C[C@H]2N1CC1CC1
  -1% | 8
> Nc1nc(SCC(=O)Nc2ccc(Oc3ccccc3)cc2)n[nH]1
  ? | ·
> Cc1cc(Oc2ccc(N)cn2)ccc1Cl
  3% | 14
> Cc1onc(-c2ccccc2)c1C(=O)Nc1nnc(C(C)(C)C)s1
  ? | ·
> Cc1ccc(O)c(C=Nc2ccc3[nH]ncc3c2)c1
  15% | -7
> Cc1cccc(NC(=O)Cn2cc(C(=O)C3CC3)c3ccccc32)c1
  ? | ·
> Cc1cc(O)c2c(-c3ccccc3)cc(=O)oc2c1
  12% | 4
> Nc1ccc(C(=O)N2CCN(S(=O)(=O)c3ccc(Cl)cc3)CC2)cc1[N+](=O)[O-]
  ? | ·
> Cc1nc2ccccc2c2oc(C(=O)NCCCN3CC(C)CC(C)C3)cc12 (configuration not stated)
  i | ·
> CCCc1cc2c(cc1NS(=O)(=O)c1ccc(CCNC(C)=O)cc1)OCO2
  ? | ·
> Cc1cc(NC(=O)CSc2nc(N)c(NC(=O)c3ccccc3F)c(=O)[nH]2)no1
  ? | ·
> COc1ccc(/C=N/Nc2nnc(Cc3ccccc3)c(=O)[nH]2)cc1
  -7% | 7
> CC1CCCCN1C(=O)CSc1nc2ccsc2c(=O)n1Cc1ccccn1 (configuration not stated)
  -1% | 7
> Nc1nn(-c2ccccc2)c(N)c1N=Nc1ccccc1F
  ? | ·
> O=C(Nc1ccc(Br)c2cccnc12)c1ccc(Cn2cc([N+](=O)[O-])cn2)o1
  ? | ·
> COc1cccc(OCC(=O)NNC(=O)CCc2ccccc2)c1
  2% | -19
> Cc1cc(C)c(C(=O)CC2(O)C(=O)Nc3ccccc32)cc1C (configuration not stated)
  ? | ·
> O=C(CSc1ccc(Cl)cc1)Nc1ccccc1N1CCN(C(=O)c2ccccc2)CC1
  ? | ·
> Cc1ccc2nc(SCC(=O)Nc3cc(C)on3)nc(=O)n2c1
  -10%[0.0737 µM] | 24

Full records, quoted from the list. Order of screens: S3 lipid droplet	S3 lipid droplet cell count max
Nc1ccc(C(=O)N2CCN(S(=O)(=O)c3ccc(Cl)cc3)CC2)cc1[N+](=O)[O-] reads ?	·
COc1cccc(OCC(=O)NNC(=O)CCc2ccccc2)c1 reads 2%	-19

(next part)
Below each compound – S3 lipid droplet | S3 lipid droplet cell count max
> Cc1ccc(-n2c(SCC(N)=O)nnc2-c2ccc(S(=O)(=O)N3CCCCC3)cc2)c(C)c1
  ? | ·
> O=C(NCCCN1CCOCC1)c1cccc(S(=O)(=O)N2CCN(c3ccccc3)CC2)c1
  ? | ·
> CCC(C)c1ccc(NC(=S)Nc2ccc(OC)cc2)cc1 (configuration not stated)
  -19% | 1
> Cc1nc(NC(=O)c2ccc(Br)o2)ccc1Br
  ? | ·
> O=S(=O)(NCc1ccc2c(c1)OCO2)c1ccc(F)cc1
  6% | -8
> COc1ccc(C(C)(C)NC(=O)C2CCC(=O)N(C3CC3)C2)cc1OC (configuration not stated)
  i | -7
> COc1ccc(OC)c(NC(=O)c2cccc3c2C(=O)N(C2CCCCC2)C3)c1
  ? | ·
> O=C(CCCn1c(=S)[nH]c2ccccc2c1=O)NC1CCCCC1
  ? | ·
> NC1=NC(=O)CC(C(=O)NCCc2ccccc2)S1 (configuration not stated)
  ? | ·
> COC(=O)CC1C(=O)NCCN1C(=O)NC1CCCCC1 (configuration not stated)
  0% | 0
> CC(C)c1ccc(NC(=O)C2CCCN(S(=O)(=O)c3cccnc3)C2)cc1 (configuration not stated)
  ? | ·
> COc1ccc(C(CNC(=O)Cc2ccccc2Cl)N2CCCCC2)cc1 (configuration not stated)
  ? | ·
> COc1ccc2[nH]c3c(=O)n(CCCC(=O)NC4CCC(C)CC4)c(=S)[nH]c3c2c1 (configuration not stated)
  2.3µM* | 6.5*
> COc1ccc(NC(=O)CSc2nnc(-c3ccccc3F)n2C2CC2)cc1S(N)(=O)=O
  ? | ·
> O=C(Nc1nnc(-c2ccco2)o1)c1ccc(Cl)s1
  ? | ·
> CCc1sc(C(=O)Nc2cccnc2)cc1Br
  ? | ·
> CCOC(=O)N1CCN(C(=O)CN(c2ccc(OC)c(OC)c2)S(C)(=O)=O)CC1
  2% | 5
> O=C(Cc1ccccc1)Nc1cc(C(=O)c2ccccc2)ccc1N1CCOCC1
  ? | ·
> CCN(CC)CCSc1nc(O)c(-c2ccccc2)c(=O)n1-c1ccccc1
  ? | ·
> O=C(C1CCN(S(=O)(=O)c2ccccc2)CC1)N1CCOCC1
  ? | ·
> Cc1ccc(OCC(=O)N2CCN(c3nnc(-c4ccc(C)cc4)c4ccccc34)CC2)cc1
  ? | ·
> O=C(NC(=S)Nc1ccc2oc(-c3cccnc3)nc2c1)c1cccc(Cl)c1
  ? | ·
> Cc1nc(-c2cccs2)sc1C(=O)O
  -23% | -10
> O=C(O)CCN1C(=O)S/C(=C\c2cccnc2)C1=O
  -7% | 3
